HTR1E antagonist = antagonists of human 5-HT1E serotonin receptor | P28566 | CHO 5-HT1E Ga15 NFAT-bla reporter, FRET, antagonist | inhibition, % at 6 µM | 65,000 tested, 0.99% active | AID 571;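 active means inhibition above a set limit, the mean inhibition across every tested compound plus 3 SD, cut at about 29% in these data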;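 further: signal is the 460 over 535 nm emission ratio of beta-lactamase substrate; 0% = agonist plus DMSO wells and 100% = wells without agonist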
5HT1a antag = blocks the human serotonin 5-HT1a receptor; CHO 5-HT1a Ga15 NFAT-bla reporter, antagonist mode; inhibition, % at 10 µM; 62,000 tested, 0.68% active; AID 612;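 active means inhibition above the mean of all tested compounds plus 3 SD, cut at about 43% in these data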;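 further: receptor stimulated by 5-CT agonist at 100 nM near EC80; beta-lactamase reporter measured by ratiometric fluorescence of a cleavable substrate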
Target sequence (P08908 whole entry, looked up): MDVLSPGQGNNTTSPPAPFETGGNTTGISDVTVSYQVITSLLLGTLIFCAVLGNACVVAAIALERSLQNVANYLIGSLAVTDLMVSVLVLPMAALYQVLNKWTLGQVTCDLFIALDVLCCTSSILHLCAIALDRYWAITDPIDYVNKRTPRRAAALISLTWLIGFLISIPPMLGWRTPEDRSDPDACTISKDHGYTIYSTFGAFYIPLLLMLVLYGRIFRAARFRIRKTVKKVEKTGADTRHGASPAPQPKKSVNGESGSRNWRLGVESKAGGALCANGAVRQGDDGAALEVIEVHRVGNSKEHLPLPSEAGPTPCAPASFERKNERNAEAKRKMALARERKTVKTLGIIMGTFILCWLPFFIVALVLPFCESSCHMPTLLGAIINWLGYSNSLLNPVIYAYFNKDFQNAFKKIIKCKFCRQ
S1P1 ag-PAM = activates or potentiates agonism at human S1P1 receptor. P21453. S1P1 CRE-bla cells, forskolin, beta-lactamase FRET, potentiator mode; S1P1 agonist co-added at EC20, 2 nM; 100% = saturating reference agonist, 0% = basal. activation, % at 9.5 µM. 56,000 tested, 0.57% active. AID 449;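 active means activation above a cutoff set at the mean activation of all tested compounds plus 3 SD, cut at about 54% in these data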;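 further: forskolin at 4 µM as EC80 and the EC20 agonist is SEW2871; 100% = SEW2871 at its EC100 plus forskolin at EC80; some compounds past the cut are filed as inactive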
D1 mod = D1 dopamine receptor (human) allosteric modulation; P21728; HEK293 D1, CRE-luciferase, dopamine EC30 potentiation; actives deviate in either direction; B-score at 10 µM; 58,000 tested, 5.9% active; AID 641;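 active means luminescence count or its row- and column-corrected plate score outside the 99.7% band of the plate's sample wells, on either side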
HTR1A agonist = agonists of human 5-HT1a serotonin receptor | P08908 | CHO 5-HT1a Ga15 NFAT-bla reporter, FRET ratio; 0% basal, 100% maximal reference agonist | activation, % at 10 µM | 65,000 tested, 0.56% active;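 active means activation above the screen-wide mean activation plus 3 SD, cut at about 19% in these data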;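 further: 0% = DMSO wells and 100% = 5-CT at EC100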
5HT1E ag = activates the human 5-HT1E serotonin receptor; P28566; CHO 5-HT1E Ga15 NFAT-bla reporter, FRET; 0% DMSO wells, 100% control agonist wells; activation, % at 6 µM; 65,000 tested, 0.69% active; AID 574;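 active means activation above a set limit, the screen-wide mean activation plus 3 SD, cut at about 8.5% in these data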;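 further: 100% = positive control agonist at 1 µM giving full maximal response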
Jurkat viability = cytotoxicity toward Jurkat cells. Jurkat E6.1 viability, ATP luminescence, 48 h. inhibition, % at 4 µM. 56,000 tested, 1.2% active. AID 463;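 active means inhibition above the mean inhibition of all tested compounds plus 3 SD, cut at about 28% in these data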
S1P3 ag = activates the human S1P3 receptor. Q99500. S1P3 NFAT-BLA reporter cells, agonism, FRET ratio; relative to 1 µM S1P, basal subtracted. activation, % at 4.5 µM. 60,000 tested, 0.1% active. AID 373;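 active means activation above the screen-wide mean plus 3 SD, cut at about 4.5% in these data, passing the limit was not always enough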; further: some compounds called inactive have numbers as strong as hits
Target sequence (Q99500 whole entry, looked up): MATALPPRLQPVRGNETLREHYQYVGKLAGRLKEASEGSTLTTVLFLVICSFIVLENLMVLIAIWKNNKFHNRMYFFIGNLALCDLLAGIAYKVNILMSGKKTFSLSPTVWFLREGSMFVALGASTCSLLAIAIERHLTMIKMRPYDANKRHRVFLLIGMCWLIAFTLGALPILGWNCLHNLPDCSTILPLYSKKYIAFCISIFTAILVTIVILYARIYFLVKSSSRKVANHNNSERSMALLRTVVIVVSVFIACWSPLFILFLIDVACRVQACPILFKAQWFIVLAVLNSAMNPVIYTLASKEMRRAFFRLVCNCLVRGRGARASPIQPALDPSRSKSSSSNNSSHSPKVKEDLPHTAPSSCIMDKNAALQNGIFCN
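Benchmarks: high control 1 µM S1P / System: stable CHO line with human S1P3, Gα16, NFAT-BLA reporter / Dosing: single compound concentration, 4.5 µM final / Timing: 4 h compound at 37 °C, 2 h substrate at RT / Measured by: FRET β-lactamase substrate fluorescence, excitation 405 nm, 460/535 nm emission ratio, background-subtracted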
HEK293 NFkB inh = inhibitors of the PMA/ionomycin-induced NF-kB reporter in HEK293 cells; inhibition, % at 3 µM; HEK-293 NF-kB luciferase reporter, luminescence; 62,000 tested, 0.21% active;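 active means inhibition above the mean of all tested compounds plus 3 SD, cut at about 40% in these data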;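 further: 0% = stimulated DMSO wells and 100% = 10 µM reference inhibitor 5653914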
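Signal: luciferase luminescence; Material: HEK-293 cells with stable firefly luciferase reporter driven by four HIV NF-kB elements; Probe or stimulus: PMA with ionomycin; Replication: tested once; Times: 1 h compound pretreatment, then 16 h stimulation at 37 °C, 5% CO2; Benchmarks: DMSO and 10 µM reference inhibitor; Evaluation: per-plate % inhibition versus controls.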
* marks the source's active call; other numbers are inactive results; nt = no result given.

SMILES	HTR1E antagonist	5HT1a antag	S1P1 ag-PAM	D1 mod	HTR1A agonist	5HT1E ag	Jurkat viability	S1P3 ag	HEK293 NFkB inh
O=C(CNC(=O)c1ccccc1)NC1(C(=O)NC2CCCC2)CCCCC1	-3	15	3	0.45	-3.2	-1.0	-1	-0.4	-1
CC1CCN(C(=O)CSc2nnc(-c3ccc(S(=O)(=O)N4CCOCC4)cc3)n2C)CC1	4	2	4	1.3	-3.7	-1.1	3	-0.7	12
COCCn1c(SCc2c(F)cccc2Cl)nc2c1c(=O)[nH]c(=O)n2C	-1	nt	12	1.3	-1.3	-0.3	nt	-3.2	nt
CC(=O)c1cc2c(cc1N)OCO2	-13	-2	12	-0.16	0.7	4.5	-3	-1.8	6
Cc1ccc(N(CN2CCCC2=O)C(=O)c2ccc(OC(C)C)cc2)cc1	2	-2	-5	-0.8	0.1	0.9	0	-1.1	-3
O=c1nc(-c2ccccc2)c2ccccc2[nH]1	-7	-2	-6	2	-1.3	0.5	-1	-0.6	22
CCOC(=O)N1CCN(C(=O)CN(C2CCCCC2)S(C)(=O)=O)CC1	-1	-2	-13	-0.48	-3.2	-0.6	4	-0.3	16
O=C(NCC1CCCCC1)c1ccco1	8	6	-6	-0.13	-0.3	-0.9	-3	-0.7	4
CCCNC(=O)c1cccc(COCC(F)(F)C(F)F)c1	-6	3	9	-0.58	-0.6	-0.9	4	-1.0	-4
CCOc1ccccc1CNC(=O)C1CCN(C(=O)c2sccc2-n2cccc2)CC1	-10	-2	-6	nt	-0.2	0.7	-1	-0.5	17
O=C(CCNS(=O)(=O)c1ccc(Cl)cc1)NCc1ccccn1	0	-12	nt	-0.53	1.6	0.5	nt	nt	11
CN(CCCNC(=O)C1CCN(S(=O)(=O)N2CCC3(CC2)OCCO3)CC1)Cc1ccccc1	1	-14	nt	-0.95	0.7	-0.2	nt	nt	9
CCCCCCc1cc2cc(-c3nnc(-c4ccccc4O)o3)c(=O)oc2cc1O	-19	nt	-13	nt	49*	4.9	nt	-0.4	nt
O=C(c1ccc(F)cc1)N1CCN(C2CC3CCC2C3)CC1 (stereo not drawn)	-17	2	-1	-0.068	0.3	0.8	-2	0.1	20
CCC(C)(C)n1nnnc1C(c1cccc(C#N)c1)N1CCN(c2cccc(C)c2C)CC1 (stereo not drawn)	-2	18	11	-1.5	-2.1	10*	-6	-0.3	10
CCc1c(C)nc(SC)n(CC#N)c1=O	12	-22	-15	2.8	-1.4	-0.1	-2	0.3	6
CC(=O)NC12CC3CC(C1)CC(C(=O)OCC(=O)c1ccc4c(c1)OCCO4)(C3)C2	-8	-12	13	0.074	-3.7	1.2	0	-0.7	6
CC(CN1CCNCC1)(NS(=O)(=O)c1ccccc1)c1ccccc1 (stereo not drawn)	11	13	-20	0.16	-2.3	-0.2	2	-1.6	16
CC(C)(C)n1nc2c(c1NC(=O)c1cccc(C(F)(F)F)c1)CS(=O)C2 (stereo not drawn)	-11	-11	9	-0.35	-0.7	0.0	0	0.0	4
CCC(C)NS(=O)(=O)c1ccc(OCC(=O)NCc2cccnc2)cc1 (stereo not drawn)	-6	-8	-4	0.87	-1.2	1.0	-5	0.3	0
CN(CCNC(=O)c1ccc(N2CCCC2=O)cc1)CCc1ccccc1	-8	4	nt	nt	0.6	0.6	nt	nt	10
Cc1ccc(-n2nnnc2SCC(=O)N2CCN(C(=O)c3ccco3)CC2)c(C)c1	2	-8	-1	-0.41	-2.7	1.0	5	-0.4	20
COc1ccc(-c2noc(CCC(=O)N3CCN(c4cccc(C(F)(F)F)c4)CC3)n2)cc1	-5	3	nt	0.18	2.4	0.8	nt	nt	10
O=C(c1ccncc1)c1ccc(N2CCN(C3CC(=O)N(Cc4ccccc4)C3=O)CC2)cc1 (stereo not drawn)	5	-8	nt	-1	2.3	1.5	18	-1.0	15
CCOC(=O)C1CCN(c2ncnc3c2cnn3-c2ccc(Cl)cc2)CC1	-4	nt	-12	nt	3.2	0.1	nt	-3.6	nt
CCOC(=O)C1=C(c2ccccc2)NC(SC)=C(C#N)C1c1ccco1 (stereo not drawn)	1	-45	-34	-1.8	0.2	0.0	14	0.8	10
NC(=O)CN(c1ccc(Cl)cc1)S(=O)(=O)c1ccccc1	-5	-12	-21	0.27	0.0	1.2	-2	0.1	4
CCCC(=O)c1cn(CC(=O)OC)c2ccccc12	-8	-2	-28	0.32	-4.0	0.3	1	0.6	2
CCOC(=O)c1cc(-c2nnc(-c3ccc(Oc4ccccc4)cc3)o2)c(C)nc1C	-3	3	0	0.74	0.5	0.1	-3	-0.5	18
CCOc1ccccc1N(CC(=O)NCC1CCCO1)C(=O)CCC(=O)Nc1ccccn1 (stereo not drawn)	8	5	3	-1.2	-1.2	1.7	-6	-0.4	0
O=C(CSc1nc(N2CCCCC2)nc(N2CCCCC2)n1)c1ccccc1	-11	-9	10	1.1	4.1	-0.1	4	-0.8	13
NC(=O)C1CCN(C2CC(=O)N(c3cccc(F)c3)C2=O)CC1 (stereo not drawn)	-7	-10	-5	0.34	-0.2	0.3	-4	0.3	3
Cc1ccc(S(=O)(=O)N2CCCC(c3nnc4n3-c3ccccc3SC4)C2)cc1 (stereo not drawn)	6	-6	18	0.77	6.0	-0.9	17	-1.1	16
C=CCN1CC(O)=C(c2ccccc2)C1=N	-4	0	-18	-1.2	-5.2	-1.2	4	-1.1	15
O=C(O)C1CCCCN1S(=O)(=O)c1cccc2nsnc12 (stereo not drawn)	9	nt	-7	0.0064	4.3	-1.7	nt	-2.3	nt
Cc1nnc(Sc2nc3c(c(=O)n(C)c(=O)n3C)n2Cc2ccc(Cl)cc2)s1	5	0	-8	nt	-2.0	-1.0	7	-1.1	1
O=C(CN1CCCCC1)Nc1ccccc1NC(=O)CN1CCCCC1	6	3	nt	1.8	-1.0	0.5	-5	-1.2	10
CC(C)Nc1nc(SCC(=O)Nc2ccccc2)nc(N2CCOCC2)n1	24	-16	-25	14*	-0.9	0.2	1	0.5	17
Cc1nc(NC2=NCN(CCc3ccccc3)CN2)nc2c(C)cccc12	9	18	-8	0.35	-3.3	1.4	2	-0.2	-10
COC(=O)c1cc2oc3ccccc3c2n1Cc1ccccn1	2	4	16	-0.16	-3.7	-1.8	4	-0.9	15
CCOC(=O)CC1C(=O)NC2CCCCC2N1C(=O)Nc1ccc(Cl)cc1 (stereo not drawn)	-6	-7	-12	-0.17	-0.8	0.1	4	-1.5	7
CCOC(=O)C(c1ccccc1)N1CCN(c2ccc(OC)cc2)CC1 (stereo not drawn)	-5	nt	5	nt	-1.1	0.0	nt	-1.3	nt
O=C(Oc1ccccc1OC(=O)N1CCOCC1)N1CCOCC1	1	-2	-14	-0.27	-0.8	0.0	-4	-0.1	3
Cc1nn2cc(-c3ccccc3)nc2s1	-4	2	nt	-3.9*	-0.9	-1.6	nt	nt	-12
COc1ccccc1C(=O)N1CCN=C1c1ccccc1	-2	13	nt	0.5	-0.1	0.1	-2	-0.8	6
CCCSc1ccc2nc(NC(=O)OC)[nH]c2c1	42*	nt	-3	0.26	-5.1	-0.7	nt	-4.8	nt
CCOc1ccccc1NC(=O)c1c(NC(=O)CNCc2ccco2)sc2c1CCC2	5	4	-12	0.26	-1.3	-1.2	4	-0.4	0
Cc1c(C)c2cc(Cl)c(O)c(CN(C)C)c2oc1=O	-7	-10	-7	0.028	8.4	1.0	-5	0.0	18
O=C1c2ccccc2C(=O)N1CCCOc1ccccc1	-11	-10	2	nt	-1.1	0.8	-6	-0.9	1
CC(Sc1nnnn1C)C(=O)Nc1ccc(N2CCOCC2)cc1 (stereo not drawn)	-2	-2	-1	nt	-1.6	-0.6	7	0.4	5
CCOc1cc2[nH]c(=S)n(CCCN3CCCC3=O)c(=O)c2cc1OCC	8	-4	nt	2.6	-1.8	-0.3	nt	nt	16
O=C(CCCCn1c(=O)c2ccccc2n(Cc2ccc(F)cc2Cl)c1=O)NCc1ccco1	16	21	nt	14*	0.6	0.8	nt	nt	13
Cc1ccc(N2C(=O)[C@@H]3C(c4ccc(F)cc4)=NO[C@@H]3C2=O)cc1	2	-5	-16	0.052	-2.1	-0.5	-4	-0.4	7
C=C(C)Cn1c(C2CC(=O)N(c3ccccc3F)C2)nc2ccccc21 (stereo not drawn)	-5	5	-11	-0.77	0.1	0.6	-6	-0.1	15
COc1cccc(OC)c1C(=O)N1CCN=C1SCc1cccnc1	-4	11	-3	0.4	1.1	-0.3	-2	-0.8	14
C=CCNS(=O)(=O)c1ccc(OCC(=O)OC)cc1	11	13	-6	-0.23	3.6	-0.8	11	-0.8	3
CCOC(=O)N1CCN(C(=O)c2ccc(-n3c(=S)[nH]c4ccccc4c3=O)cc2)CC1	24	0	nt	nt	2.3	-0.9	nt	nt	7
O=C(CN(Cc1ccc(F)cc1)C(=O)CCC(=O)Nc1ccccn1)NCc1ccco1	1	-3	10	-0.016	-1.9	-0.4	8	0.4	20
CCOC(=O)Cc1csc(NC(=O)CCS(=O)(=O)Cc2ccccc2)n1	2	-3	nt	-0.49	-1.3	0.3	-4	-1.0	4
Cc1ccc(Cl)cc1N(CC(=O)NC1CCCCC1)S(C)(=O)=O	6	5	4	-0.18	0.1	-1.1	7	-0.4	4

Copied from the list:
O=C1c2ccccc2C(=O)N1CCCOc1ccccc1 @ HTR1E antagonist: -11
Cc1ccc(N2C(=O)[C@@H]3C(c4ccc(F)cc4)=NO[C@@H]3C2=O)cc1 @ Jurkat viability: -4

(cont.)
SMILES	HTR1E antagonist	5HT1a antag	S1P1 ag-PAM	D1 mod	HTR1A agonist	5HT1E ag	Jurkat viability	S1P3 ag	HEK293 NFkB inh
CC(C)Cc1ccc(C(C)C(=O)N2CCOCC2)cc1 (stereo not drawn)	-8	1	18	-0.1	1.0	-0.1	-2	-0.1	9
COc1ccccc1-c1c(C)nn2c(C)cc(C)nc12	-5	9	-11	-0.0052	-0.9	-0.7	-8	0.0	5
CN(C)C(CNC(=O)CN1C(=O)NC2(CCc3ccccc32)C1=O)c1ccco1 (stereo not drawn)	-2	-5	-1	-1.3	-1.7	0.6	-8	0.2	9
Cc1cc(C)nc(N(C#N)CN2C(=O)c3ccccc3C2=O)n1	-13	nt	9	-0.073	1.3	0.1	nt	-4.3	nt
CC(=O)Nc1sc(NC(=O)c2ccccc2)nc1-c1cccs1	-13	-6	nt	-0.58	0.1	0.6	nt	nt	22
Cc1cccc(C)c1-n1nnnc1S(=O)(=O)Cc1ccccc1Cl	13	15	nt	0.44	-3.7	-0.4	1	-0.1	14
CC(C)c1nnc(NC(=O)CSc2nc3ccccc3s2)s1	4	-1	-16	0.024	-1.4	-1.1	-7	-0.7	-4
C=CCN1C(=O)CSc2ccc(C(=O)NCc3ccco3)cc21	-7	-10	-6	0.86	0.3	0.2	-3	1.1	4
CCOC(=O)c1sc2ncn(C(CC)C(=O)OCC)c(=O)c2c1C (stereo not drawn)	7	1	-21	0.95	0.4	-0.9	4	-0.9	12
